Bioassay records from PubChem.
INS-1E rescue: protection of INS-1E cells from cytokine death, primary screen, ATP luminescence, single point; INS-1E cytokine-induced death, 48 h; normalised: neutral wells 0, positive control 100; protection from cytokine-induced ATP loss, % at 10 µM; hit rate 0.1% among 20,000;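 active = mean replicate protection from cytokine-induced ATP loss at least 50% and at least 75% of replicates each reaching 50%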
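Assay system: INS-1E rat insulinoma cells. Amount: 8000 cells per well. Medium: phenol-red-free RPMI with 5% fetal bovine serum. Reagent: IL-1β, TNF-α and IFN-γ cytokine mix. Doses: one compound concentration, pin transfer. Schedule: 48 h co-treatment, 10 min post-lysis read. Detection: CellTiter-Glo luminescence measuring cellular ATP.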
T cruzi intra: inhibitors of intracellular Trypanosoma cruzi, primary screen, cell-based, plate reader, single point, set 2. intracellular Trypanosoma cruzi in host cells. AID 651903, 2012. hit rate 4.9% among 22,000. activity score (inhibition), % at 5.01 µM; in the data active = activity score above about 55%;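 note: parasites and compound incubated about four days before reading; 0% = median of neutral control wells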
An asterisk follows results filed as active; x = not tested or not shown. A portion of the library; count on the stated rates, not on these rows.

compound	T cruzi intra	INS-1E rescue
Cc1ccc(S(=O)(=O)Nc2ccc3c(c2)CC(=O)N([C@H](C)CO)C[C@@H](C)[C@@H](CN(C)S(C)(=O)=O)O3)cc1	x	-5
O=C(CCCCCCC(=O)Nc1ccccc1O)N/N=C/c1cc(O)ccc1Br	-7	9
C[C@H](CO)N1C[C@H](C)[C@H](CN(C)S(=O)(=O)c2ccc(F)cc2)Oc2ccc(NC(=O)C3CC3)cc2CC1=O	-1	5
COc1ccc(S(=O)(=O)Nc2ccc3c(c2)C(=O)N([C@@H](C)CO)C[C@H](C)[C@H](CN(C)S(=O)(=O)c2cn(C)cn2)O3)cc1	-13	-4
Cc1noc(C)c1NC(=O)Nc1cccc2c1O[C@@H](CN(C)Cc1ccc(C(=O)O)cc1)[C@@H](C)CN([C@H](C)CO)C2=O	-14	3
O=C(CCCCCCC(=O)Nc1ccccc1O)N/N=C/c1ccc([N+](=O)[O-])c(O)c1	-2	13
C[C@@H]1CN([C@H](C)CO)C(=O)c2cc(NS(=O)(=O)c3ccc(F)cc3)ccc2O[C@@H]1CN(C)C(=O)NC1CCCCC1	-7	-11
COc1ccc(CN(C)C[C@H]2Oc3ccc(NC(=O)Nc4ccccc4)cc3CC(=O)N([C@@H](C)CO)C[C@H]2C)cc1	4	4
Cc1ccc(S(=O)(=O)Nc2ccc3c(c2)C(=O)N([C@H](C)CO)C[C@H](C)[C@@H](CN(C)S(=O)(=O)c2cn(C)cn2)O3)cc1	-2	8
C[C@@H]1CN([C@@H](C)CO)C(=O)c2cccc(NS(=O)(=O)c3cn(C)cn3)c2O[C@H]1CN(C)Cc1ccccc1	-13	12
C[C@@H]1CN([C@H](C)CO)C(=O)Cc2cc(NC(=O)Cc3ccccc3)ccc2O[C@@H]1CN(C)C(=O)Nc1ccccc1	-33	28
COc1ccc(CN(C)C[C@@H]2Oc3c(NS(=O)(=O)c4ccc(F)cc4)cccc3C(=O)N([C@@H](C)CO)C[C@H]2C)cc1	-18	12
C[C@@H]1CN([C@H](C)CO)C(=O)Cc2cc(N(C)C)ccc2O[C@@H]1CN(C)Cc1ccc(-c2ccccc2)cc1	8	12
C[C@H]1CN([C@@H](C)CO)C(=O)Cc2cc(NC(=O)Nc3ccc(F)cc3)ccc2O[C@H]1CN(C)Cc1ccc(Oc2ccccc2)cc1	23	-81
C[C@H](CO)N1C[C@H](C)[C@H](CN(C)C(=O)NC2CCCCC2)Oc2ccc(NC(=O)Nc3ccc(F)cc3)cc2C1=O	-27	x
C[C@H](CO)N1C[C@H](C)[C@@H](CN(C)Cc2ccc(Cl)c(Cl)c2)Oc2ccc(NC(=O)Cc3cn(C)c4ccccc34)cc2C1=O	-4	-9
C[C@@H]1CN([C@H](C)CO)C(=O)Cc2cc(NC(=O)NC3CCCCC3)ccc2O[C@@H]1CN(C)S(=O)(=O)c1cn(C)cn1	-31	5
C[C@@H]1CN([C@@H](C)CO)C(=O)c2cccc(NC(=O)c3ccc(-c4nccs4)cc3)c2O[C@H]1CN(C)S(=O)(=O)c1cccs1	26	3
C[C@@H]1CN([C@H](C)CO)C(=O)c2cc(NC(=O)NC3CCCCC3)ccc2O[C@@H]1CN(C)Cc1ccccc1	1	2
COc1ccc(NC(=O)N(C)C[C@@H]2Oc3c(NS(=O)(=O)c4ccc(OC)cc4)cccc3C(=O)N([C@@H](C)CO)C[C@@H]2C)cc1	-3	6
C[C@@H]1CN([C@@H](C)CO)C(=O)c2cccc(NC(=O)c3cnccn3)c2O[C@H]1CN(C)S(=O)(=O)c1ccccc1	-13	-6
C[C@H](CO)N1C[C@H](C)[C@@H](CN(C)Cc2ccccc2)Oc2ccc(NC(=O)CCN3CCOCC3)cc2C1=O	-4	4
Cc1noc(C)c1NC(=O)Nc1cccc2c1O[C@@H](CN(C)C(=O)Nc1ccc3c(c1)OCO3)[C@H](C)CN([C@H](C)CO)C2=O	-23	12
C[C@@H]1CN([C@@H](C)CO)C(=O)c2cc(NC(=O)Nc3ccc4c(c3)OCO4)ccc2O[C@H]1CN(C)Cc1ccc(C(F)(F)F)cc1	16	-24
C[C@H](CO)N1C[C@H](C)[C@H](CN(C)S(=O)(=O)c2ccccc2)Oc2c(NS(=O)(=O)c3ccc(F)cc3)cccc2C1=O	10	4

Reformatted with two lines to a compound: entries from further up.
Every second line gives: T cruzi intra	INS-1E rescue
> C[C@@H]1CN([C@H](C)CO)C(=O)Cc2cc(N(C)C)ccc2O[C@@H]1CN(C)Cc1ccc(-c2ccccc2)cc1
 : 8	12
> COc1ccc(S(=O)(=O)Nc2ccc3c(c2)C(=O)N([C@@H](C)CO)C[C@H](C)[C@H](CN(C)S(=O)(=O)c2cn(C)cn2)O3)cc1
 : -13	-4
> C[C@@H]1CN([C@@H](C)CO)C(=O)c2cccc(NC(=O)c3cnccn3)c2O[C@H]1CN(C)S(=O)(=O)c1ccccc1
 : -13	-6
> C[C@H](CO)N1C[C@H](C)[C@H](CN(C)C(=O)NC2CCCCC2)Oc2ccc(NC(=O)Nc3ccc(F)cc3)cc2C1=O
 : -27	x

Next structures follow:
compound	T cruzi intra	INS-1E rescue
C[C@H]1CN([C@@H](C)CO)C(=O)Cc2cc(NC(=O)c3ccncc3)ccc2O[C@H]1CN(C)C(=O)Nc1ccccc1	-14	1
C[C@H](CO)N1C[C@H](C)[C@H](CN(C)S(=O)(=O)c2ccc(Cl)cc2)Oc2c(NC(=O)NC3CCCCC3)cccc2C1=O	7	-31
COc1ccc(NC(=O)Nc2ccc3c(c2)C(=O)N([C@@H](C)CO)C[C@@H](C)[C@H](CN(C)S(=O)(=O)c2ccc(F)cc2)O3)cc1	-20	-1
CCOC(=O)N(C)C[C@@H]1OCc2cnnn2CCCC(=O)N([C@@H](C)CO)C[C@H]1C	-16	x
C[C@@H]1CN([C@H](C)CO)C(=O)c2cc(NC(=O)Cc3cn(C)c4ccccc34)ccc2O[C@@H]1CN(C)C(=O)Nc1ccc(F)cc1	8	1
C[C@H]1CN([C@@H](C)CO)C(=O)c2cc(NS(=O)(=O)c3ccccc3)ccc2O[C@H]1CN(C)Cc1ccc(C(F)(F)F)cc1	62*	x
COc1ccc(S(=O)(=O)Nc2cccc3c2O[C@H](CN(C)Cc2ccccc2)[C@@H](C)CN([C@H](C)CO)C3=O)cc1	-2	2
Cc1noc(C)c1NC(=O)N(C)C[C@H]1Oc2ccc(NC(=O)Nc3ccc(F)cc3)cc2CC(=O)N([C@H](C)CO)C[C@H]1C	-14	10
C[C@H](CO)N1C[C@H](C)[C@H](CN(C)Cc2ccc(C(=O)O)cc2)Oc2ccc(NC(=O)c3ccncc3)cc2C1=O	-12	-3
C[C@@H]1CCCCO[C@@H](CN(C)C(=O)Nc2ccc3c(c2)OCO3)[C@@H](C)CN([C@H](C)CO)C(=O)c2cc(NC(=O)Nc3ccccc3)ccc2O1	-7	0
C[C@@H]1CCCCO[C@@H](CN(C)S(=O)(=O)c2ccc(F)cc2)[C@@H](C)CN([C@H](C)CO)C(=O)c2cc(NC(=O)CCCCCC(=O)Nc3ccccc3N)ccc2O1	-22	1
Cc1noc(C)c1NC(=O)Nc1cccc2c1O[C@H](CN(C)C(=O)Nc1ccc(C(F)(F)F)cc1)[C@@H](C)CN([C@H](C)CO)C2=O	8	10
C[C@@H]1CN([C@H](C)CO)C(=O)Cc2cc(N(C)C)ccc2O[C@@H]1CN(C)Cc1ccccc1	-6	-5
COc1ccc(CN(C)C[C@H]2Oc3ccc(NC(=O)Nc4ccc5c(c4)OCO5)cc3C(=O)N([C@H](C)CO)C[C@@H]2C)cc1	-17	x
C[C@H](CO)N1C[C@H](C)[C@@H](CN(C)CC2CCCCC2)Oc2c(NS(=O)(=O)c3ccc(Cl)cc3)cccc2C1=O	16	8
Cc1ccc(S(=O)(=O)Nc2ccc3c(c2)CC(=O)N([C@@H](C)CO)C[C@@H](C)[C@@H](CN(C)S(=O)(=O)c2cn(C)cn2)O3)cc1	-2	10
C[C@@H]1CCCCO[C@H](CN(C)Cc2ccc(Cl)c(Cl)c2)[C@@H](C)CN([C@H](C)CO)C(=O)c2cc(NC(=O)CCCCCC(=O)Nc3ccccc3N)ccc2O1	48	6
C[C@@H]1CN([C@H](C)CO)C(=O)c2cccc(NS(=O)(=O)c3ccc(F)cc3)c2O[C@H]1CN(C)C	-12	5
COc1ccc(S(=O)(=O)N(C)C[C@@H]2Oc3ccc(NS(=O)(=O)c4c(C)noc4C)cc3C(=O)N([C@H](C)CO)C[C@H]2C)cc1	12	x
C[C@@H]1CN([C@H](C)CO)C(=O)Cc2cc(NS(=O)(=O)c3cccs3)ccc2O[C@H]1CN(C)Cc1ccc(C(F)(F)F)cc1	29	-12
C[C@H]1CN([C@@H](C)CO)C(=O)c2cccc(NS(=O)(=O)c3ccccc3)c2O[C@H]1CN(C)Cc1ccncc1	1	2
COc1ccc(S(=O)(=O)Nc2ccc3c(c2)CC(=O)N([C@@H](C)CO)C[C@@H](C)[C@@H](CN(C)Cc2ccc(Oc4ccccc4)cc2)O3)cc1	45	-14
C[C@H]1CN([C@@H](C)CO)C(=O)Cc2cc(NC(=O)Cn3cnnn3)ccc2O[C@@H]1CN(C)Cc1ccccc1	11	8
C[C@H]1CN([C@@H](C)CO)C(=O)Cc2cc(NC(=O)Nc3ccccc3)ccc2O[C@H]1CN(C)S(C)(=O)=O	-6	6
COc1ccc(S(=O)(=O)Nc2ccc3c(c2)C(=O)N([C@@H](C)CO)C[C@@H](C)[C@H](CN(C)Cc2ccc(C(F)(F)F)cc2)O3)cc1	42	-19

Look-ups from the results shown:
INS-1E rescue, O=C(CCCCCCC(=O)Nc1ccccc1O)N/N=C/c1cc(O)ccc1Br → 9
T cruzi intra, COc1ccc(NC(=O)N(C)C[C@@H]2Oc3c(NS(=O)(=O)c4ccc(OC)cc4)cccc3C(=O)N([C@@H](C)CO)C[C@@H]2C)cc1 → -3
T cruzi intra, C[C@H](CO)N1C[C@H](C)[C@@H](CN(C)Cc2ccccc2)Oc2ccc(NC(=O)CCN3CCOCC3)cc2C1=O → -4
T cruzi intra, C[C@H](CO)N1C[C@H](C)[C@H](CN(C)S(=O)(=O)c2ccc(Cl)cc2)Oc2c(NC(=O)NC3CCCCC3)cccc2C1=O → 7
INS-1E rescue, Cc1ccc(S(=O)(=O)Nc2ccc3c(c2)CC(=O)N([C@@H](C)CO)C[C@@H](C)[C@@H](CN(C)S(=O)(=O)c2cn(C)cn2)O3)cc1 → 10
T cruzi intra, C[C@@H]1CN([C@H](C)CO)C(=O)c2cc(NS(=O)(=O)c3ccc(F)cc3)ccc2O[C@@H]1CN(C)C(=O)NC1CCCCC1 → -7

In the list so far, these have a COOH group.
compound	T cruzi intra	INS-1E rescue
Cc1noc(C)c1NC(=O)Nc1cccc2c1O[C@@H](CN(C)Cc1ccc(C(=O)O)cc1)[C@@H](C)CN([C@H](C)CO)C2=O	-14	3
C[C@H](CO)N1C[C@H](C)[C@H](CN(C)Cc2ccc(C(=O)O)cc2)Oc2ccc(NC(=O)c3ccncc3)cc2C1=O	-12	-3

Further structures follow.
compound	T cruzi intra	INS-1E rescue
C[C@@H]1CN([C@@H](C)CO)C(=O)Cc2cc(NC(=O)Nc3ccc(C(F)(F)F)cc3)ccc2O[C@@H]1CN(C)S(=O)(=O)c1ccc(Cl)cc1	81*	-23
Cc1ccc(S(=O)(=O)N(C)C[C@H]2Oc3ccc(NC(=O)Cc4ccccc4)cc3C(=O)N([C@H](C)CO)C[C@@H]2C)cc1	26	-2
C[C@H]1CN([C@@H](C)CO)C(=O)c2cc(NS(C)(=O)=O)ccc2O[C@H]1CN(C)S(=O)(=O)c1cccs1	6	10
C[C@H](CO)N1C[C@H](C)[C@H](CN(C)CC2CCCCC2)Oc2ccc(NS(=O)(=O)c3ccc(Cl)cc3)cc2CC1=O	27	-17
C[C@@H]1CCCCO[C@@H](CN(C)C(=O)Cc2ccccc2)[C@@H](C)CN([C@H](C)CO)C(=O)c2cc(NC(=O)CCCCCC(=O)Nc3ccccc3N)ccc2O1	-80	1
Cc1noc(C)c1NC(=O)Nc1ccc2c(c1)C(=O)N([C@H](C)CO)C[C@H](C)[C@@H](CN(C)C)OCCCC[C@@H](C)O2	-24	0
COc1ccc(S(=O)(=O)Nc2cccc3c2O[C@H](CN(C)Cc2ccc(C(=O)Nc4ccccc4N)cc2)[C@H](C)CN([C@@H](C)CO)C3=O)cc1	51	21
C[C@@H]1CCCCO[C@H](CN(C)C(=O)C2CCCCC2)[C@@H](C)CN([C@H](C)CO)C(=O)c2cc(N(C)C)ccc2O1	7	-3
COc1ccc(C#Cc2cnc3c(c2)C(=O)N([C@H](C)CO)C[C@H](C)[C@H](CN(C)S(=O)(=O)c2cccs2)O3)cc1OC	37	-7
C[C@@H]1CN([C@H](C)CO)C(=O)c2cccc(NS(=O)(=O)c3cn(C)cn3)c2O[C@H]1CN(C)C(=O)Nc1cccc2ccccc12	-3	8
C[C@H]1CN([C@@H](C)CO)C(=O)Cc2cc(NC(=O)Cc3cn(C)c4ccccc34)ccc2O[C@H]1CN(C)C	-36	5
C[C@H](CO)N1C[C@H](C)[C@H](CN(C)S(C)(=O)=O)Oc2ccc(NS(=O)(=O)c3cccs3)cc2C1=O	-2	x
COc1ccc(S(=O)(=O)N(C)C[C@H]2Oc3c(NC(=O)c4cnccn4)cccc3C(=O)N([C@H](C)CO)C[C@@H]2C)cc1	-1	3
COc1ccc(CN(C)C[C@H]2Oc3ccc(NC(=O)Nc4ccc(OC)cc4)cc3CC(=O)N([C@@H](C)CO)C[C@H]2C)cc1	7	0
C[C@H](CO)N1C[C@H](C)[C@H](CN(C)S(=O)(=O)c2ccc(Cl)cc2)Oc2ccc(NS(=O)(=O)c3ccccc3)cc2C1=O	62*	x
C[C@@H]1CN([C@@H](C)CO)C(=O)c2cccc(NC(=O)c3nc4ccccc4s3)c2O[C@@H]1CN(C)Cc1ccc(-c2ccccc2)cc1	1	-62
